LAP4 TOR yeast: modulators of LAP4-GFP expression in yeast, primary screen, S. cerevisiae, multiplex flow cytometry, MLPCN library; 3 h; median GFP as percent of DMSO wells; GFP response vs DMSO, % at 10 µM; hit rate 0.34% among 320,000; AID 2023, 2009;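 active means GFP response vs DMSO above a set limit, about the screen mean plus 3 SD, cut at about 150% in these data; inconclusive means under 70 cell events counted for the yeast strain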
AGP1 TOR yeast: modulators of AGP1-GFP expression in yeast TOR pathway, primary screen, cell-based, multiplex flow cytometry, S. cerevisiae, MLPCN library; 3 h; GFP as percent of DMSO wells; GFP response vs DMSO, % at 10 µM; hit rate 0.02% among 320,000;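 active means GFP response relative to DMSO above a set limit, near screen average plus 3 SD, cut at about 150% in these data; inconclusive means fewer than 70 cells counted for the yeast strain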;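 further: median GFP channel fluorescence of the gated AGP1 strain per well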
MEP2 TOR yeast: modulators of MEP2-GFP levels in yeast, primary screen, S. cerevisiae, multiplex flow cytometry, MLPCN library; S. cerevisiae MEP2-GFP strain, 3 h; 100% = DMSO control level; GFP response vs DMSO, % at 10 µM; hit rate 0.51% among 330,000;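 active means GFP response versus DMSO above a set limit, roughly screen mean plus 3 SD, cut at about 180% in these data; inconclusive means fewer than 70 cells counted for a yeast strain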;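 further: median GFP fluorescence of the barcode-gated MEP2-GFP cells per well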
VLA-4 inh: inhibition in human VLA-4 binding assay, primary screen, VLA-4 allosteric modulator project, MLPCN library, flow cytometry, VLA-4 expressing cells | Integrin alpha-4 (Homo sapiens), P13612 | ligand binding flow cytometry | inhibition, % (about 7 µM as worked out from the volumes in the protocol) | hit rate 0.2% among 330,000 | AID 2557, 2010; in the data active means inhibition above about 50%
CIT2-GFP yeast: modulators of CIT2-GFP expression in yeast, primary screen, S. cerevisiae, GFP fusion, multiplex flow cytometry, MLPCN library | S. cerevisiae CIT2-GFP strain, 3 h; 100 means same as DMSO wells | GFP response vs DMSO, % at 10 µM | hit rate 0.065% among 320,000;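 active means GFP response relative to DMSO above a set limit, near the screen mean plus 3 SD, cut at about 150% in these data; inconclusive means Fewer than 70 cells measured for a yeast strain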;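 further: ratio of well median GFP fluorescence to mean of DMSO wells on the plate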
GASC-1 inh: inhibitors of GASC-1 histone demethylase, primary screen, biochemical, fluorescence, DELFIA europium; AID 2099, 2009; Lysine-specific demethylase 4C (Homo sapiens), Q9H3R0; hit rate 0.069% among 330,000; inhibition, % at 2.35 µM; GST-JMJD2C(1-420) H3K9me3 demethylation;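 active means more than half of a compound's replicate wells show inhibition beyond 50%, single wells judged on their own value; inconclusive means some, but no more than half, of replicates pass 50% inhibition; inactive means no replicate passes 50% inhibition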;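 further: signal counts dimethyl H3K9 product captured on neutravidin plate; 0% = median of DMSO wells and 100% = 0.3 times that DMSO median; strong numbers were not always called active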
Target sequence (Q9H3R0 1-420 limits assumed): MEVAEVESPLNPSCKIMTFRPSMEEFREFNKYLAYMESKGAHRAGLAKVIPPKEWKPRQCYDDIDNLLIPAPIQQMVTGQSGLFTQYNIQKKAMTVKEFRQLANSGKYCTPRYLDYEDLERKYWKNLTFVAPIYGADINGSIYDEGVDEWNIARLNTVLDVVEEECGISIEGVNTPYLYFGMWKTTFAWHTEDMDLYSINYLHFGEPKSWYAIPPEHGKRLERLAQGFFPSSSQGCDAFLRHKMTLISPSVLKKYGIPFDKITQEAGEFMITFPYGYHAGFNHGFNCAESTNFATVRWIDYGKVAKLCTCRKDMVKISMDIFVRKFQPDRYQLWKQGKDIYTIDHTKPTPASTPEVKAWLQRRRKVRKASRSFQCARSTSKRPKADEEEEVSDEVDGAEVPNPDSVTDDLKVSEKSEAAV
RPL19A-GFP yeast: RPL19A-GFP expression modulators in yeast, primary screen, cell-based, S. cerevisiae, multiplex flow cytometry, MLPCN; hit rate 0.3% among 330,000; AID 2025, 2009; percent response vs DMSO, % at 10 µM; S. cerevisiae RPL19A-GFP strain, 3 h; hits give low values;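 active means percent response vs DMSO below 50%; inconclusive means fewer than 70 events counted for the yeast strain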;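 further: median channel GFP fluorescence of the barcoded RPL19A-GFP strain; ratio of sample median GFP to plate DMSO average so 100% = DMSO; lower means less RPL19A-GFP as with rapamycin TOR inhibition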
GRK2 inh: compounds blocking aptamer binding on GRK2 – biochemical, human GRK2, bead flow cytometry, HTS, primary screen. FAM-aptamer displacement from GRK2. inhibition of aptamer binding, % at 10 µM. hit rate 0.59% among 330,000;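 active means inhibition of aptamer binding above 40%, roughly 3 SD of noise, on plates passing a quality check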;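 further: median bead fluorescence of bound FAM aptamer so fluorescent compounds give negative values; no value below 0 was filed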
Target sequence (P25098 whole entry, looked up): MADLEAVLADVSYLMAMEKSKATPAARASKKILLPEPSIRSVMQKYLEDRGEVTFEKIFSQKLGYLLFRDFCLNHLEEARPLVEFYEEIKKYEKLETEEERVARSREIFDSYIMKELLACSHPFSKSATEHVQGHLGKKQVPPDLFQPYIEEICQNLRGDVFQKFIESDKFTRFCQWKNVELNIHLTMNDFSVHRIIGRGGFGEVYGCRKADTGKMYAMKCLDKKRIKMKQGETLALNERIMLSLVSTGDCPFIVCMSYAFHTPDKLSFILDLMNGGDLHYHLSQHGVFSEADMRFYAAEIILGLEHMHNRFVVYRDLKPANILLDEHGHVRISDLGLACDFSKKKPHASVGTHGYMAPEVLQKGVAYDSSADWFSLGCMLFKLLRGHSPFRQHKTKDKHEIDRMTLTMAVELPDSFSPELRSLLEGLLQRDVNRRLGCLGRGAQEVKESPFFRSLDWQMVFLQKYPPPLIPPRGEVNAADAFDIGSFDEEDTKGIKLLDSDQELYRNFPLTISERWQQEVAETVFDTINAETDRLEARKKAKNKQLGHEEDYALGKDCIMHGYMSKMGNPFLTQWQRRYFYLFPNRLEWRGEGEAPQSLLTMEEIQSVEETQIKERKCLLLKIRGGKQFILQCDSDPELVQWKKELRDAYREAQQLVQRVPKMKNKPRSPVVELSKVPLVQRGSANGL
An asterisk follows results filed as active; ? = inconclusive; nt = no result given; & = joins results of further samples; [ ] = another dose, or the depositor's remark.

cpd	compound	LAP4 TOR yeast	AGP1 TOR yeast	CIT2-GFP yeast	GRK2 inh	GASC-1 inh	RPL19A-GFP yeast	MEP2 TOR yeast	VLA-4 inh
1	Cc1ccc(N(C(=O)c2ccccn2)C(C(=O)NC2CCCCC2)c2ccncc2)cc1 (stereo unspecified)	85	97	88	0	1	97	100	10
2	Cc1c(Cl)cccc1NC(=O)COC(=O)Cc1ccsc1	100	97	94	1	nt	97	99	33
3	CC(C)(C)c1ccc(N2C(=O)CC(c3ccccc3)C2=O)cc1 (stereo unspecified)	92	96	91	0	2	102	104	12
4	CC(C)COC(=O)Nc1nnc(SCc2ccccc2F)s1	101	98	105	1	-7	97	105	6
5	CCCCc1ccc(NC(=O)c2cnccn2)cc1	91	80	89	2	-6	93	92	-3
6	COc1ccc(/C=N/NC(=O)c2[nH]c3ccc(C)cc3c2-c2ccccc2)c(C(=O)O)c1OC	95	97	101	1	-2	102	111	-15
7	O=C(Nc1ccc(N2CCOCC2)c(S(=O)(=O)Nc2ccc(Cl)cc2)c1)c1ccc(=O)[nH]n1	100	98	101	21	-2	98	102	-9
8	O=S(=O)(c1ccc(F)cc1)N1CCCN(c2nccc(C(F)(F)F)n2)CC1	113	95	97	0	-50	95	100	-4
9	COc1ccc(C)cc1NC(=O)C(Sc1nncn1C)c1ccccc1 (stereo unspecified)	95	104	97	4	-1	96	94	-3
10	COc1ccc(S(=O)(=O)N2CCOCC2)cc1C(=O)Nc1cc(C)on1	98	101	103	6	9	95	100	2
11	O=C(c1ccc(F)cc1)C1CCN(C(=S)Nc2ccccc2)CC1	96	95	92	0	nt	94	98	15
12	Cc1ccc2oc(=O)c3cc(C(=O)NCc4ccco4)sc3c2c1	99	101	97	1	-9	96	107	-20
13	O=C(Cc1cccc2ccccc12)N/N=C1\CCCc2ccccc21	100	89	97	1	0	96	98	4
14	O=C(Cn1nnc(-c2ccccc2)n1)c1ccccc1	116	103	96	0	-3	98	103	-2
15	CCc1c(C)nc2[nH]nc(-c3ccccc3)n2c1=O	98	97	116	0	7	98	104	16
16	COC(=O)NNS(=O)(=O)c1ccc(C)cc1	91	91	84	4	-10	91	93	-17
17	COc1ccccc1NS(=O)(=O)c1cc(NC(=O)c2ccccc2[N+](=O)[O-])ccc1N1CCOCC1	94	104	109	0	-1	100	108	-9
18	c1ccc2c(c1)ccc1ccccc12	99	104	106	0	nt	99	103	6
19	O=S(=O)(Nc1nc2ccccc2nc1Cl)c1ccc2ccccc2c1	122	87	88	0	3	105	185*	8
20	O=C1CCCN1CN(C(=O)c1ccc2c(c1)OCO2)c1ccc(F)cc1	106	114	114	9	8	109	110	10
21	COc1ccc(NC(=O)C(=O)NCc2ccncc2)c(OC)c1	83	87	86	0	-11	84	86	6
22	Cc1ccc(NC(=O)CN2CCc3ccccc3C2)cc1F	106	106	104	0	-11	109	110	4
23	CCCc1cc2c(cc1NC(=O)c1ccc(C)cc1)OCO2	104	89	85	3	-11	97	98	-9
24	Cc1ccc2c(c1)N(CC(=O)NCC1CCCO1)C(=O)C(C(C)C)O2 (stereo unspecified)	93	101	103	2	36	103	102	-3
25	Cn1cc(C(=O)C(F)(F)F)c2ccccc21	90	97	96	1	-1	100	102	-117
26	CC1(c2ccccc2Cl)NC(=O)N(CC(=O)NCc2ccc3c(c2)OCO3)C1=O (stereo unspecified)	92	94	103	0	-8	99	100	7
27	CCOC(=O)CN(Cc1ccccc1)C(=O)OC(C)(C)C	136	87	89	2	-3	100	94	-6
28	CS(=O)(=O)c1ccc(Cl)c(NC(=O)Nc2ccccc2)c1	97	103	92	1	-1	100	100	0
29	CCOC(=O)C1CCN(C(=O)Cn2nc(C)c3c(C)n(-c4ccccc4)nc3c2=O)CC1	109	107	108	0	30	101	106	15
30	N#CCCn1nnc2ccccc21	101	103	101	1	-35	102	105	7
31	CSc1nc2sc3c(c2c(=O)n1C1CCCCC1)CCN(C)C3	105	109	107	0	-5	108	110	-7
32	COC(=O)[C@H](Cc1c[nH]c2ccccc12)NC(=O)Nc1ccccc1OC	111	107	99	0	4	101	109	22
33	CC(=O)Nc1ccccc1-c1nc2ccccc2nc1OCC(=O)c1ccc(Cl)cc1	106	106	106	4	-6	109	103	-14
34	CN1CCN(C(=O)c2ccc(C3SCC(=O)N3Cc3ccco3)cc2)CC1 (stereo unspecified)	95	100	84	0	0	97	96	-5
35	Cc1ccc(N(C(=O)CNC(=O)c2ccco2)C(C(=O)NC2CCCC2)c2ccncc2)cc1F (stereo unspecified)	98	104	113	0	-15	101	103	6
36	Cc1cc(C)nc(N2CCCC(C(=O)NNC(=O)c3ccncc3)C2)n1 (stereo unspecified)	104	109	100	2	14	100	107	5
37	Cc1ccc(S(=O)(=O)N(C)CCCC(=O)N2CCOCC2)cc1	109	106	101	3	-3	102	105	6
38	O=C(c1cn(-c2ccccc2)nc1-c1ccc(Br)cc1)N1CCOCC1	96	95	95	0	-2	102	106	-2
39	CC(C)(C)c1ccc(C(=O)Nc2cccc([N+](=O)[O-])c2)cc1	96	94	93	7	0	96	96	24
40	COc1cc(NC(=O)c2cc([N+](=O)[O-])ccc2Br)ccc1NC(=O)c1ccco1	100	105	102	2	0	107	106	-10
41	CCN(CC)P1(=O)OC(c2cc(OC)c(OC)c(OC)c2)=Nc2c1c(C)nn2-c1ccccc1 (stereo unspecified)	98	94	95	0	40	96	99	-4
42	CCOc1ccc2c(c1)C(c1ccc(C)cc1)=NNC(c1ccc(OC)cc1)=N2	103	66	62	2	4	107	92	34
43	CCOC(=O)C1CCCCN1Cc1ccc(C(F)(F)F)cc1 (stereo unspecified)	98	98	98	2	-3	97	104	10
44	Cc1ccccc1C(=O)NCCCNC(=O)c1ccccn1	94	88	86	3	4	91	102	17
45	COCC(C)n1c(C)cc(C(=O)COc2ccc(S(=O)(=O)N3CCOCC3)cc2Cl)c1C (stereo unspecified)	100	99	103	3	nt	98	101	-5
46	O=C(CCNS(=O)(=O)c1ccc(Br)cc1)NCc1ccc(Cl)cc1	104	106	101	3	10	101	99	9
47	COCCCNC(=S)NC1CC2CCCC(C1)N2Cc1ccco1 (stereo unspecified)	93	100	98	0	7	96	103	1
48	COc1ccc(CC(=O)N(C)CC(=O)Nc2c(C)cccc2C)cc1S(=O)(=O)N1CCOCC1	100	100	96	0	5	97	101	-2
49	COc1ccc2c(c1)C(=O)C(=O)N2	88	98	98	4	2	102	96	8
50	CCOc1ccc(/C=C(/NC(=O)c2ccccc2Cl)C(=O)O)cc1	98	96	89	0	10	97	99	-1

Additional compounds follow:
cpd	compound	LAP4 TOR yeast	AGP1 TOR yeast	CIT2-GFP yeast	GRK2 inh	GASC-1 inh	RPL19A-GFP yeast	MEP2 TOR yeast	VLA-4 inh
51	CCOc1cc(C(=O)OCC(=O)c2c(C)[nH]c3ccccc23)ccc1OCC(=O)N1CCOCC1	101	102	97	0	-16&5	101	103	-5
52	Cc1ccc(N(C)S(=O)(=O)c2cccc(C(=O)NCCCN3CCCC3=O)c2)cc1	91	92	85	0	0	92	96	7
53	COc1ccc(-n2c(=S)[nH]c3cc(C(=O)NCc4ccccc4OC)ccc3c2=O)c(OC)c1	90	92	96	0	-4	97	99	3
54	COc1ccc(CNCc2cccc3ccccc23)cc1	97	98	98	0	-8	99	106	2
55	O=C(NCC(c1cccnc1)N1CCOCC1)Nc1ccccc1 (stereo unspecified)	78[may fluoresce violet]	?	?	3	-10	23*[may fluoresce violet]	189*[may fluoresce violet]	1
56	COc1ccc(C2NCCc3c2[nH]c2ccccc32)cc1CSc1nc2ccccc2s1 (stereo unspecified)	106	98	97	0	-5	97	108	4
57	Cc1cc(-c2nnc(SCC(=O)Nc3cccc(Cl)c3)n2N)n[nH]1	102	102	104	2	7	99	112	-2
58	Cn1cnnc1SCC(=O)c1cc2ccccc2o1	105	102	102	0	2	100	101	-1
59	COC(=O)Cc1c(C)c2ccc(OC(=O)c3ccccc3)cc2oc1=O	97	29	96	0	?	85	110	8
60	Cc1ccc(-c2nc(NCc3ccc(F)cc3)n(S(C)(=O)=O)n2)cc1	109	99	90	2	-6	97	96	8
61	CC(O)CNc1nc2sc3c(c2c(=O)n1Cc1ccco1)CCCCC3 (stereo unspecified)	114	107	93	0	10	93	93	12
62	Cc1ccccc1N/C(=N/S(=O)(=O)c1ccccc1)c1ccc(F)cc1	107	110	109	4	9	95	91	25
63	O=C(NCCc1ccc(F)cc1)Nc1ccc([N+](=O)[O-])cc1	70	93	96	2	7	109	99	2
64	COC(=O)c1c(NC(=O)/C=C/c2ccco2)sc2c1CCC2	87	95	96	4	3	102	99	5
65	CC(C)(C)c1ccc(CNC(=O)C2CCCN2C(=O)Nc2ccccc2)cc1 (stereo unspecified)	108	92	88	0	1	106	104	9
66	Cc1cccc(N2CC(c3nc4ccccc4n3C)CC2=O)c1C (stereo unspecified)	116	94	90	0	7	102	102	0
67	COc1ccc(NC(=O)CCN2CCN(S(=O)(=O)c3ccc(F)cc3)CC2)cc1	104	105	104	2	-7	103	102	15
68	Cc1ccc(CS(=O)(=O)CCC(=O)NCc2cccs2)cc1	103	105	106	0	-10	100	102	19
69	N#Cc1cc(C(=O)c2cc(Br)ccc2O)cn(Cc2ccccc2)c1=O	105	102	103	0	2	99	105	-10
70	Nc1c(C(=O)Nc2ccccc2F)sc2nc(-c3ccco3)ccc12	103	84	90	1	-16	94	107	-13
71	CC(=O)Nc1cc(C(F)(F)F)ccc1Oc1cccc(Br)c1	82	88	86	nt	8	93	90	0
72	Cc1cccc(NC(=O)CSc2nc3ccc(NC(=O)CSc4nnnn4-c4ccccc4)cc3s2)c1C	99	100	105	0	3	92	108	4
73	CCOc1ccc(S(=O)(=O)N2CCN(Cc3ccc4c(c3)OCO4)CC2)cc1Cl	95	98	108	1	-6	102	107	3
74	CSCc1cc(N(C)c2ccccc2)nc(-c2ccccn2)n1	98	95	96	1	-5	96	100	2
75	O=C(Cn1c(=O)oc2ccc(Cl)cc21)NC1CCCCC1	106	114	102	0	7	108	107	-2
76	C=CCc1cc(/C=N\NC(=O)CSc2nnc(CCCc3ccc(OC)c(C)c3)o2)cc(OC)c1O	101	101	95	0	-3	100	98	0
77	Cc1coc2c(C)c3oc(=O)c(CCC(=O)NCCCN4CCOCC4)c(C)c3cc12	100	98	92	0	-1	98	92	19
78	Cc1sc(NC(=O)C2=COCCO2)nc1-c1ccc(F)cc1	114	95	82	5	1	97	101	8
79	O=C(/C=C/c1ccccc1)N/C(=C/c1ccccc1)C(=O)N1CCCCC1	90	103	103	0	92	97	101	0
80	CCOP(=O)(c1ccccc1Cl)C1(O)CCCCC1 (stereo unspecified)	92	95	90	1	-5	97	100	32
81	O=C(COC(=O)c1cc[n+]([O-])cc1)Nc1ccccc1Sc1ccccc1	98	99	83	1	-7	106	98	17
82	Cn1nc(C(=O)Nc2nc3ccccc3[nH]2)c2ccccc2c1=O	94	98	96	2	8	95	98	13

High-throughput results as filed in PubChem BioAssay.
